Bioassay records (PubChem BioAssay)
Tb PFK block – inhibitors of T. brucei phosphofructokinase | O15648 | Potency, µM (top dose mostly 57.5 µM), without a hit: at the highest dose activity, negative = inhibition, actives largely listed as inhibitors | 330,000 tested, 0.17% active | T. brucei PFK, ADP-Glo luminescence;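 note: potency is the fitted concentration of half-maximal effect; 0% = uninhibited 1x PFK enzyme wells and -100% = no-enzyme wells; nearly all actives have a fitted effect of over 60% in size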
Target sequence (O15648 whole entry, looked up): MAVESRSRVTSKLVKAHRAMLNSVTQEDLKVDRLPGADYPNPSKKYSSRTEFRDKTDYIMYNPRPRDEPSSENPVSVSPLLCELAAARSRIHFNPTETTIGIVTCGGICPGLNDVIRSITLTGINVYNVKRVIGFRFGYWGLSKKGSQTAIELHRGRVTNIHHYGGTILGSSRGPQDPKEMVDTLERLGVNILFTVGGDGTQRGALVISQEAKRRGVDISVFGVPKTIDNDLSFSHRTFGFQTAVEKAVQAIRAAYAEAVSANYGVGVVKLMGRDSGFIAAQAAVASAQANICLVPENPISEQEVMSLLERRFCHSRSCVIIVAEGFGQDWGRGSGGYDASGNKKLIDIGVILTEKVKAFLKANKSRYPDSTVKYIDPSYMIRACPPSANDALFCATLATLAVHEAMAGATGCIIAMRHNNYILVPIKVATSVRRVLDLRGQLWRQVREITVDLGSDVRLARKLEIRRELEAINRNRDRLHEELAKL
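In TEA buffer at pH 8.0 with 5 mM MgCl2, enzyme (1.25 nM) converted F6P (0.5 mM) and ATP (0.1 mM) for 45 min at room temperature. ADP product was read by luciferase luminescence.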
Coupling enz – counter-screen for Giardia aldolase inhibitors: coupling enzyme system. coupling enzyme system counterscreen, AmpLite Red fluorescence. activity change, negative = inhibition, % at 58.2 µM, hits read low. 290,000 tested, 0.67% active. AID 2472; in the data active = activity change below about -30%; note: % is set by controls: 0 for no effect and ±100 for the full control effect
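Counterscreen lacking aldolase: glyceraldehyde-3-phosphate coupling-enzyme reagent preincubated 10 min at RT with compound (at 57.5 uM final), then substrate/coupling system with AmpLite Red added; fluorescence read at 525/598 nm after 20 min RT.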
A-T KAP1 phos – potential ataxia-telangiectasia treatment. Potency, µM (top dose mostly 57.5 µM), for inactives: top-dose activation, most hits filed as activators. 320,000 tested, 0.19% active. […] A-T fibroblasts, KAP-1 phosphorylation AlphaLISA; neocarzinostatin DNA damage 30 min before lysis. AID 485349; note: potency is the fitted concentration of half-maximal effect; % of control where 0% means no effect; nearly all actives have a fitted effect of over 45% in size
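hTERT-immortalized A-T patient fibroblasts ([…]), 500 cells/well in OPTI-MEM, 1% FBS, got compounds for 60 min, then NCS for 30 min at 37C. Lysates were then assayed for phospho-KAP-1 by AlphaLISA (anti-pKAP1 donor, anti-KAP1 acceptor beads), 6 hr at 25C.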
Giardia killer – Giardia lamblia killing | 340,000 tested, 0.15% active | AID 540267 | Giardia lamblia trophozoite viability | activity change, % at 7.66 µM, hits read low; in the data active = activity change below about -80%; inconclusive = between about -30% and that limit;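 note: parasites exposed to compound for two days anaerobically before the ATP read; % is set by controls: 0 for no effect and ±100 for the full control effect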
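Trophozoites 100 cells/well + cpd; 48 hrs, 37 deg C, anaerobic. ATPLite 1-Step added, 15-30 min RT, luminescence read (ATP-based viability).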
TCR act – activates T cell receptor signaling | primary human leukocytes, anti-CD3, IL-2 HTRF, 48 h | Potency, µM (doses to about 9.22 µM), for the others: at the highest dose activation of IL-2 secretion, usual class: activators | 330,000 tested, under 10 active; note: % of control where 0% means no effect
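48 hr co-incubation of compounds, a-CD3 beads and primary human leukocytes; IL-2 quantified homogeneously by HTRF with anti-IL-2 K and d2 conjugates.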
MLL CXXC-DNA inh – blocks binding of human MLL CXXC domain to DNA | MLL-CXXC / FITC-HOXA9 DNA fluorescence polarization | Potency, µM (titrated, usually from 115 µM), for the others: top-dose activity change, negative = inhibition, usual class: inhibitors | 290,000 tested, 0.037% active; active = well fitted inhibition curve with a large enough effect in the polarisation, with a control signal flat, not every such curve was filed as active; inconclusive = small, poorly fitted or top-dose-only effect, or effect the other way, or a change in a side signal; inactive = no such curve, though single readings can be large or run the other way; the % refers to the polarisation; note: potency is the fitted concentration of half-maximal effect
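Steps: dispense CXXC domain solution (7 uM) → pin compounds or unlabeled HOX-A9 DNA control → 5 min ambient → add FLSN-HOX-A9 solution (50 nM) → spin → 30 min ambient → fluorescence polarization. Tris pH 7.5/NaCl/DTT/BSA buffer.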
KCNH2 WT inh – KCNH2 (human, wildtype) channel inhibition; Q12809; U2OS, BacMam KCNH2, thallium flux FluxOr; hits give low values; activity change, % at 1.84 µM; 340,000 tested, 0.37% active;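 active = maximum activity change below -70%; inconclusive = maximum activity change between -70% and -50%; inactive = maximum activity change above -50%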; note: % is set by controls: 0 for no effect and ±100 for the full control effect
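U2OS cells transduced with wild-type KCNH2 virus are loaded with FluxOr dye for 45 min, and thallium flux is measured in kinetic reads before and after stimulation buffer. Rate constants are normalized to DMSO controls.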
Chronic BCR inh – blocks chronic active B-cell receptor signaling | ABC-DLBCL IkBa-CBG/CBR reporter, luminescence ratio, 4 h | Potency, µM (doses to about 46.1 µM), for the others: at the highest dose ratio change, negative = lower green/red ratio, hits mostly inhibitors | 340,000 tested, 0.05% active; active = well fitted inhibition curve with a large enough effect in the signal ratio, with a control signal flat, not every such curve was filed as active; inconclusive = small, poorly fitted or top-dose-only effect, or effect the other way, or a change in a side signal; the % refers to the signal ratio;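 note: potency is the fitted concentration of half-maximal effect; plate controls were basal doxycycline-induced cells for no effect and cells given 10 µM MG132 for full effect; MG132 reads +100%, hits lower the ratio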
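Cell line TMD8 (human ABC DLBCL), stably expressing tet-inducible CBG68-IkBa fusion and CBR; IMDM/0.5% FBS; cpd up to 46 uM; dox induction, 4 h, 37C/5% CO2; dual luminescence; green/red ratio; MG132 control.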
TSHR antag – blocks TSH signaling through the human TSH receptor; activity change, negative = inhibition, % at 11.5 µM; P16473; 330,000 tested, 0.2% active; TSHR-expressing cells, TSH-stimulated cAMP HTRF, 2 h; hits give low values;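 active = activity change below a set negative limit, meaning inhibition stronger than a set level, cut at about -70% in these data; inconclusive = activity change between two set negative limits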; note: % is set by controls: 0 for no effect and ±100 for the full control effect
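Freshly harvested TSHR cells receive pin-tooled compound, then EC80 TSH at 4nM final. After 2 hours at 37 deg C, antibody in lysis buffer and cAMP-d2 are added; 30 minutes at ambient temperature precede the HTRF read.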
GALK inh – blocks human galactokinase activity; AID 1868; 270,000 tested, 0.007% active; P51570; Purified GALK, Kinase-Glo residual ATP luminescence; Potency, µM (titrated, usually from 57.5 µM), for inactives: at the top dose activity change, negative = inhibition, most hits filed as inhibitors; note: potency is the fitted concentration of half-maximal effect; % is set by controls: 0 for no effect and ±100 for the full control effect
Target sequence (P51570 whole entry, looked up): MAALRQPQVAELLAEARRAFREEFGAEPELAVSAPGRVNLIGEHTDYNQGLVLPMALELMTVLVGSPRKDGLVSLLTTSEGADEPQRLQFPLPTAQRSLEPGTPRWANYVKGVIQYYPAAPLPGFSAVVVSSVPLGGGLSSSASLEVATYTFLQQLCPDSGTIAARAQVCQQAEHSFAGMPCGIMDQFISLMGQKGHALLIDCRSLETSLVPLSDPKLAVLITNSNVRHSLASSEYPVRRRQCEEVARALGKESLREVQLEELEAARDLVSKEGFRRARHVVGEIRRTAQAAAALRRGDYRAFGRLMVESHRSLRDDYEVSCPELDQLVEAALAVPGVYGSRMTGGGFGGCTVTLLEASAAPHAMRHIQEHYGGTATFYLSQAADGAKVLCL
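GALK at 5 nM final was combined with compound, 35 uM ATP and 100 uM galactose in HEPES pH8.0 with MgCl2 and DTT. The reaction ran one hour at room temperature before luminescent ATP detection.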
Numbers without * were called inactive; ? = inconclusive; · = no result given; [ ] = remark or other dose. Unless noted, calls come from the whole dose curve; as a rule, active = well fitted curve in the direction sought with a large enough effect; inconclusive = small, poorly fitted or top-dose-only effect, or another doubt; inactive = no such curve, though single readings can be large; an effect the other way counts as inactive or inconclusive.

SMILES	Tb PFK block	Coupling enz	A-T KAP1 phos	Giardia killer	TCR act	MLL CXXC-DNA inh	KCNH2 WT inh	Chronic BCR inh	TSHR antag	GALK inh
CCCCNCC(O)(c1ccc(Cl)cc1)c1ccc(Cl)cc1	1%	0	2%	-7	-4%	-6%	14	?	-1	0%
CC1=C(C#N)C(=O)NC(=O)/C1=C/c1ccc(-c2ccc(S(N)(=O)=O)cc2)o1	-7%	0	8%	-17	-5%	-1%	18	6%	-4	-2%
CC(C)NC(=O)C(C)N1CCN(S(=O)(=O)c2ccc3ccccc3c2)CC1 (stereo not drawn)	-6%	1	-7%	-14	-4%	-1%	0	5%	3	-1%
O=C(N/N=C/c1ccc(F)c(F)c1)c1cc2c(s1)-c1ccccc1CC2	-1%	3	-3%	7	-4%	-1%	3	14%	4	-4%
COc1ccccc1/C=C(\NC(=O)c1ccc(OC)c(OC)c1)C(=O)Nc1cc([N+](=O)[O-])ccc1C	-3%	2	9%	-9	-1%	-4%	-2	-3%	5	1%
CCc1ccc(NC(=O)c2ccc3nc(N)sc3c2)cc1	-7%	2	-2%	-14	2%	-1%	-3	?	-2	-5%
CC(C)CCN=CC1=C(O)CC(c2ccccc2)CC1=O (stereo not drawn)	1%	1	-1%	19	3%	-2%	-1	0%	-1	3%
COc1ccc(CN(C)C(=O)C2CCN(S(=O)(=O)c3cccs3)CC2)cc1F	0%	·	2%	7	-2%	·	7	-6%	-10	·
CCn1c(COc2cccc(C)c2)nnc1SCC(=O)Nc1cccc(C(=O)OC)c1	4%	5	4%	-13	0%	16%	1	?	-13	3%
Cc1ccccc1C(=O)NCC(=O)OCCOc1ccc(C(C)C)c(C)c1	-10%	·	1%	6	-2%	·	6	?	-10	·
COc1ccc(C)cc1NC(=O)N1CCC(CO)(CC2CCCCO2)CC1 (stereo not drawn)	1%	-2	0%	3	·	-22%	6	-1%	-8	-1%
c1cc(Nc2ncnc3sc4c(c23)CCC4)ccn1	10%	1	-4%	0	3%	-2%	16	6%	-8	-1%
O=C(CN(C(=O)Cn1nnc(-c2ccc(F)cc2)n1)C1CCCC1)NC1CCCC1	3%	-1	-7%	8	·	-1%	2	3%	21	3%
CCOC(=O)c1c(NC(=O)CSc2nc3cc(Cl)ccc3s2)sc(C(C)=O)c1C	0%	-2	4%	·	-6%[46.1 µM]	19%	·	-1%	-3	0%
O=[N+]([O-])c1ccc(N2CCN(S(=O)(=O)c3cnc[nH]3)CC2)cc1	-5%	0	4%	14	-1%	25%	-3	-5%	-6	10%
CCOC(=O)c1c(C)nc2ccccc2c1-c1ccccc1	2%	22	2%	-25	0%[46.1 µM]	8%	11	-8%	-7	3%
Clc1ccccc1-c1nnc2sc(C3COc4ccccc4O3)nn12 (stereo not drawn)	-4%	6	-3%	10	2%	-4%	19	5%	-2	1%
O=C(Cc1ccccc1Cl)NC1(O)C(=O)c2ccccc2C1=O	16%	-6	0%	13	-1%	?	-3	-3%	-8	·
COc1ccccc1N1CCN(c2nc3c(C)cccn3c(=O)c2C=O)CC1	16%	2	-5%	7	5%	-3%	-3	?	-8	-1%
CCOc1ccccc1NC(=O)CN1CCN(C(=O)C2CCCO2)CC1 (stereo not drawn)	-16%	·	9%	10	1%	-2%	-1	-7%	-1	6%
CCCN1CNC(=S)N(Cc2ccccc2)C1	10%	4	-1%	3	-2%[46.1 µM]	-3%	-8	3%	-4	-1%
Cc1nn(-c2ccccc2)c(C)c1S(=O)(=O)O	0%	7	-5%	-2	·	-2%	3	-9%	-10	1%
O=[N+]([O-])c1ccc2c(c1)oc1ccccc12	1%	1	5%	8	5%	10%	-1	0%	-5	-4%
CCOC(=O)c1[nH]c2c(c1C)C(=O)CC(c1ccc(F)cc1)C2 (stereo not drawn)	4%	0	22%	7	-1%	0%	2	?	-2	0%
CNc1ccc(C(=O)OCC(=O)NC(=O)NC2CCCCC2)cc1[N+](=O)[O-]	4%	·	0%	26	-2%	·	-2	-3%	-13	·

Whole records, looked up by structure:
Record of COc1ccccc1/C=C(\NC(=O)c1ccc(OC)c(OC)c1)C(=O)Nc1cc([N+](=O)[O-])ccc1C : Tb PFK block: -3%; Coupling enz: 2; A-T KAP1 phos: 9%; Giardia killer: -9; TCR act: -1%; MLL CXXC-DNA inh: -4%; KCNH2 WT inh: -2; Chronic BCR inh: -3%; TSHR antag: 5; GALK inh: 1%
Record of Clc1ccccc1-c1nnc2sc(C3COc4ccccc4O3)nn12 (stereo not drawn) : Tb PFK block: -4%; Coupling enz: 6; A-T KAP1 phos: -3%; Giardia killer: 10; TCR act: 2%; MLL CXXC-DNA inh: -4%; KCNH2 WT inh: 19; Chronic BCR inh: 5%; TSHR antag: -2; GALK inh: 1%

(next part)
SMILES	Tb PFK block	Coupling enz	A-T KAP1 phos	Giardia killer	TCR act	MLL CXXC-DNA inh	KCNH2 WT inh	Chronic BCR inh	TSHR antag	GALK inh
COc1ccc(COC(=O)NNC(=O)c2ccc(OC)cc2)cc1	0%	1	-8%	5	-3%[46.1 µM]	2%	3	5%	12	-4%
Cc1nc2c(=O)oc3ccccc3c2n1-c1ccccc1	-11%	-1	8%	-7	1%	2%	4	?	2	5%
COc1ccc(C)cc1-n1c(SCC(=O)NCC2CCCO2)nc2c([nH]c3ccccc32)c1=O (stereo not drawn)	-7%	·	-50%[inhibitor]	2	-1%	25%	5	?	-4	-1%
CC(=O)c1c(C)[nH]c(C(=O)Nc2ccccc2Cl)c1C	-3%	-1	0%	0	1%	-2%	3	11%	-14	15%
CC1(C)Cc2nc(N)c(C(=O)NCCO)cc2CO1	-4%	3	-6%	-10	-9%	-5%	7	2%	0	-3%
CCOC(=O)N1CCC(N2CCCC(C(=O)c3cccc(OC(C)C)c3)C2)CC1 (stereo not drawn)	0%	-2	22%	-7	-47%	2%	0	?	23	4%
CSc1nc2nc(-c3ccccc3)cc(=O)n2[nH]1	1%	0	-3%	-14	14%	7%	-2	?	-8	-6%
CC[C@@]12C(=O)N(c3cccc(F)c3)C(=O)N1[C@H](c1ccc(Br)cc1)[C@@H]1C(=O)N(C(C)(C)C)C(=O)[C@@H]12	5%	·	15%	2	0%	·	7	6%	-5	·
Cc1cc(O)c(C(=O)/C=C/c2ccc(Cl)cc2)c(=O)o1	-2%	-13	23%	-29	5%	3%	-8	3%	6	-4%
O=C(Cc1ccccc1)NNS(=O)(=O)c1ccc([N+](=O)[O-])cc1	15%	10	4%	8	-3%[46.1 µM]	-2%	-4	4%	29	-1%
CCN(C[C@H]1N[C@@](C)(C(=O)OC)[C@H]2C(=O)N(C)C(=O)[C@@H]12)C(=O)Nc1ccc(C(F)(F)F)cc1	0%	·	3%	27	-2%	·	4	1%	-9	·
COCCNC(=O)[C@@H]1CCCN1S(=O)(=O)c1cccc2cccnc12	0%	·	2%	12	-6%	·	10	?	4	·
CCOc1cc(C2c3c(-c4ccccc4)n[nH]c3C(=O)N2c2ccc(C(=O)O)cc2)ccc1O (stereo not drawn)	-6%	17	0%	-16	-7%	-9%	6	?	15	2%
O=C(NCC1CCCO1)C1CCC(CNS(=O)(=O)c2ccccc2)CC1 (stereo not drawn)	3%	2	-5%	7	0%	6%	3	8%	5	-4%

Of the compounds above, 10 contain four or more nitrogen atoms:
SMILES	Tb PFK block	Coupling enz	A-T KAP1 phos	Giardia killer	TCR act	MLL CXXC-DNA inh	KCNH2 WT inh	Chronic BCR inh	TSHR antag	GALK inh
CCn1c(COc2cccc(C)c2)nnc1SCC(=O)Nc1cccc(C(=O)OC)c1	4%	5	4%	-13	0%	16%	1	?	-13	3%
c1cc(Nc2ncnc3sc4c(c23)CCC4)ccn1	10%	1	-4%	0	3%	-2%	16	6%	-8	-1%
O=C(CN(C(=O)Cn1nnc(-c2ccc(F)cc2)n1)C1CCCC1)NC1CCCC1	3%	-1	-7%	8	·	-1%	2	3%	21	3%
O=[N+]([O-])c1ccc(N2CCN(S(=O)(=O)c3cnc[nH]3)CC2)cc1	-5%	0	4%	14	-1%	25%	-3	-5%	-6	10%
Clc1ccccc1-c1nnc2sc(C3COc4ccccc4O3)nn12 (stereo not drawn)	-4%	6	-3%	10	2%	-4%	19	5%	-2	1%
COc1ccccc1N1CCN(c2nc3c(C)cccn3c(=O)c2C=O)CC1	16%	2	-5%	7	5%	-3%	-3	?	-8	-1%
CNc1ccc(C(=O)OCC(=O)NC(=O)NC2CCCCC2)cc1[N+](=O)[O-]	4%	·	0%	26	-2%	·	-2	-3%	-13	·
COc1ccc(C)cc1-n1c(SCC(=O)NCC2CCCO2)nc2c([nH]c3ccccc32)c1=O (stereo not drawn)	-7%	·	-50%[inhibitor]	2	-1%	25%	5	?	-4	-1%
CSc1nc2nc(-c3ccccc3)cc(=O)n2[nH]1	1%	0	-3%	-14	14%	7%	-2	?	-8	-6%
CCN(C[C@H]1N[C@@](C)(C(=O)OC)[C@H]2C(=O)N(C)C(=O)[C@@H]12)C(=O)Nc1ccc(C(F)(F)F)cc1	0%	·	3%	27	-2%	·	4	1%	-9	·
